# From PubChem
# RTF Ca sens inh – cardiac RTF calcium sensitivity inhibitors, primary screen, biochemical, IANBD-TnC fluorescence, EC70 calcium; IANBD-labeled cardiac RTF, Ca2+ fluorescence; Troponin I, cardiac muscle (Homo sapiens) + Troponin T, cardiac muscle (Homo sapiens) + …; AID 493244, 2011; actives 0.12% (n = 340,000); inhibition, % at 7.15 µM;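 active = inhibition above the mean inhibition of all tested compounds plus 3 SD, cut at about 17% in these data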;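 note: assay run at fixed EC70 calcium of 1.6 mM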
# Arrestin-AP2 inh – inhibitors of beta-arrestin/AP2 binding, primary screen, biochemical, GPCR trafficking, flow cytometry. beta-arrestin 1 C-terminal peptide binding to AP2 beta2-adaptin appendage (human). FITC-arrestin peptide / GST-AP2 beads; AP2 beta2 appendage carries R879A mutation. inhibition, % at 10 µM. actives 0.31% (n = 340,000). AID 504490, 2011;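 active = inhibition above a set limit, near 3 SD of compounds lacking own fluorescence, cut at about 54% in these data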;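 note: plate controls were DMSO wells for no effect and 5 µM unlabelled arrestin peptide for full effect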
#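 Assay system: GST-AP2 R879A bound to glutathione beads, E. coli-expressed; Medium: PBS with 0.05% Tween 20 and 0.1% BSA; Also added: fluorescein-tagged arrestin peptide at 50 nM final; Timing: 12 min plus 1 h, RT; Measured by: flow cytometry, FL1 (488/535 nm); Evaluation: percent drop in bead-associated FITC signal.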
# DAGLB inhibitor – DAGLB lipase inhibitors, primary screen, biochemical, fluorescence, HTS. Diacylglycerol lipase-beta (Homo sapiens), Q8NCG7. HEK293T DAGLB membrane lysate, EnzChek fluorogenic substrate. inhibition, % at 5.17 µM. actives 0.059% (n = 340,000). AID 504411, 2011; in the data active = inhibition above about 34%;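 note: 0% = enzyme with vehicle and 100% = wells lacking enzyme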
# Target sequence (Q8NCG7 whole entry, looked up): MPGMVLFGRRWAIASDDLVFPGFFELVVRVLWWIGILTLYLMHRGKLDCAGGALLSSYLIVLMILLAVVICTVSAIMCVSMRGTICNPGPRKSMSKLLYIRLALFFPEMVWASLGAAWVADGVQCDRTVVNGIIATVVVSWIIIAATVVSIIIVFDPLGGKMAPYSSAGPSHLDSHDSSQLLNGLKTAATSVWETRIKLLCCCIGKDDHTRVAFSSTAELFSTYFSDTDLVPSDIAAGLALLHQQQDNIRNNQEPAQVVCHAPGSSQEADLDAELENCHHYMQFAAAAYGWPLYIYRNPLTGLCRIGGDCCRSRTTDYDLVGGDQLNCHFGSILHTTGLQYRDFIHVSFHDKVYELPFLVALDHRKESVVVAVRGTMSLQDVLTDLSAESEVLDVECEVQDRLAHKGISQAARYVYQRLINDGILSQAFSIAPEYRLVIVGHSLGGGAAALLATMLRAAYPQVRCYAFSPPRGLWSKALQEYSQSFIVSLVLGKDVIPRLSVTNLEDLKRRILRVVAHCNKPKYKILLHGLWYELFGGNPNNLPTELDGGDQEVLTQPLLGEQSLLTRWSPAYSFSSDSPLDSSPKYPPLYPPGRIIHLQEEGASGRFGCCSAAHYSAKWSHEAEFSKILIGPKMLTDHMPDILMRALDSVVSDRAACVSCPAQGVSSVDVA
# SR-BI uptake up – activators of SR-BI mediated DiI-HDL uptake, primary screen, ldlA[mSR-BI] CHO cells, DiI fluorescence; AID 504775, 2011; actives 0.096% (n = 320,000); 3 h; 100 = double the neutral-control signal; activation, % at 12.5 µM;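 active = mean replicate activation of at least 60% and every replicate at or above 60%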;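 note: 0% = median plate neutral-control signal and 100% = twice that signal; values of inactives mirror those of a sister screen read the other way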
#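 Material: SR-BI-overexpressing, LDLR-lacking CHO cells | Dosing: Single compound concentration, delivered by pin transfer | Probe or stimulus: Labelled HDL, 10 µg/mL | Signal: Bottom-read cell fluorescence after medium removal, ex 550/em 595 nm | Schedule: 3 h, 37 °C | Evaluation: HDL uptake via cellular fluorescence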
# SR-BI HDL uptake – inhibitors of SR-BI mediated HDL lipid uptake, primary screen, ldlA[mSR-BI] cells, fluorescence, single point; inhibition, % at 12.5 µM; ldlA[mSR-BI] CHO cells, DiI-HDL uptake fluorescence, 3 h; Scavenger receptor class B member 1 (Mus musculus), Q61009; actives 0.96% (n = 320,000);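 active = mean replicate inhibition of at least 70% and a set share of replicates each scoring 70 or more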;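 note: 0% = median of neutral control wells and 100% = median of positive control wells; values of inactives mirror those of a sister screen read the other way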
# LANA DNA inh – inhibitors of KSHV C-LANA binding to DNA, primary screen, biochemical, fluorescence polarization, FAM-LBS DNA, MBP-C-LANA, single point | Kaposi's sarcoma herpesvirus LANA C-terminal domain (residues 932-1162) DNA binding | inhibition, % at 9 µM | actives 0.078% (n = 340,000) | AID 504423, 2011;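 active = highest replicate inhibition at or above 60% at 9 µM, even if other replicates fall short; inactive = all replicates below 60% inhibition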;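 note: 0% = neutral control wells and 100% = 4 µM acridine orange control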
# Keap1 Nrf2 FP – Keap1-Nrf2 protein-protein interaction inhibitors, primary screen, biochemical, fluorescence polarization, single point; actives 0.15% (n = 340,000); inhibition, % at 9.4 µM; AID 504523, 2011; Kelch-like ECH-associated protein 1 (Homo sapiens), Q14145; Keap1 Kelch-Nrf2 peptide fluorescence polarization, 1536-well; in the data active = inhibition above about 12%;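 note: human Keap1 Kelch domain with fluorescein labeled Nrf2 9mer peptide probe; 0% = neutral control wells and 100% = peptide positive control; higher means more block of Keap1 binding to Nrf2 peptide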
# NSD2 inh – NSD2 histone methyltransferase inhibitors, primary screen, biochemical, AlphaScreen, single concentration, set 2; Histone-lysine N-methyltransferase NSD2 (Homo sapiens), O96028; NSD2 peptide methylation, 120 min; actives 0.54% (n = 310,000); inhibition, % at 12.5 µM; in the data active = inhibition above about 50%
# PvdQ acylase – P. aeruginosa PvdQ acylase inhibitors, primary screen, biochemical, fluorescence, plate reader and imaging, single point | purified PvdQ acylase | actives 0.063% (n = 340,000) | PvdQ acylase [Pseudomonas aeruginosa LESB58] | inhibition, % at 10 µM; in the data active = inhibition above about 30%, passing the limit was not always enough;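 note: 0% = vehicle neutral wells and 100% = reference inhibitor wells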
# PKA-R2B act – activators of PKA-R2B holoenzyme, primary screen, biochemical, fluorescence polarization, Cy5-IP20, human; PKA-R2B holoenzyme dissociation; R2B truncated from residue 108, S112A mutant; 0% DMSO only, 100% 113 µM cGMP; activation, % at 11.4 µM; actives 0.079% (n = 340,000); cAMP-dependent protein kinase catalytic subunit beta (Homo sapiens) + cAMP-dependent …;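 active = activation above a cutoff set at the mean over all compounds plus 3 SD, cut at about 18% in these data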;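 note: higher means more holoenzyme dissociation and a rise in polarization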
# Target sequence (P31323 whole entry, looked up, other chains not shown, the tested form may be a part): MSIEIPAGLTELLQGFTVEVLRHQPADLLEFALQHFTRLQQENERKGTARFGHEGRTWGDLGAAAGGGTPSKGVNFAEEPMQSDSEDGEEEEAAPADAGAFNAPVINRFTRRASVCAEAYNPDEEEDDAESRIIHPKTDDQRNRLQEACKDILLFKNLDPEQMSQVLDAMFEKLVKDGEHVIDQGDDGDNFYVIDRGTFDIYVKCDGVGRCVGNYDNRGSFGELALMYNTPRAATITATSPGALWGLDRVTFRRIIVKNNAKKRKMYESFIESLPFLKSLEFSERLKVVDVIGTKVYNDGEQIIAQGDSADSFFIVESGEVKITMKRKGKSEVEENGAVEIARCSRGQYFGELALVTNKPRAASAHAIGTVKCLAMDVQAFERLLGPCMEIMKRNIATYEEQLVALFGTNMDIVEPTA
# * marks the source's active call; other numbers are inactive results; · = not tested or not shown. Random draw from the library; 2.1% or so of the library scored in one or more.
SMILES,RTF Ca sens inh,Arrestin-AP2 inh,DAGLB inhibitor,SR-BI uptake up,SR-BI HDL uptake,LANA DNA inh,Keap1 Nrf2 FP,NSD2 inh,PvdQ acylase,PKA-R2B act
COc1cc(C(=O)OCC(=O)NC(=O)NC2CCCCC2)cc(Cl)c1OC,-7,-12,0,-10,10,-0.9,-6,0,-3,1
CC(C)(C)NC(=O)Cn1nnc(-c2ccccc2Cl)n1,-1,-6,0,-6,6,18,4,-2,-9,-15
Nc1ncnc2c1nc(SCCO)n2Cc1ccccc1,7,48,-1,10,-10,0.1,2,-2,10,8
CCOc1ccc(OCCOCCOc2ccccc2Cl)cc1,-2,10,-16,-3,3,-0.4,-3,-3,-16,4
Cc1ccc(Nc2cc(C)nn2-c2nc(C)cc(=O)[nH]2)cc1,-1,9,8,32,-32,0.9,-2,·,0,-4
CCC(Sc1ccc2nnc(-c3ccc(OC)c(OC)c3)n2n1)C(=O)O (configuration not stated),-5,6,3,5,-5,0.4,-4,6,-8,8
CCOc1ccc(N2CC(C(=O)Nc3cccc(S(=O)(=O)N4CCCCC4)c3)CC2=O)cc1 (configuration not stated),1,-2,-3,-57,57,-1.3,-6,3,2,-12
COc1ccc(NC(=O)c2ccc(COc3ccccc3)o2)cc1,-9,12,-6,10,-10,-4.2,-4,-11,1,-6
CCOC(=O)C(C)N1N=C(/C=C/c2ccc(C)cc2)CCC1=O (configuration not stated),0,11,-2,4,-4,-1.1,-3,-3,7,-5
CCOc1cc(C#N)ccc1OCC(=O)N1CCc2ccccc2C1,-4,10,-6,-45,45,-0.3,-2,1,-10,0
CS(=O)(=O)N(Cc1ccccc1)c1ccc(C(=O)Nc2ccc3c(c2)OCO3)cc1,-7,-5,3,-29,29,-2.1,-2,-5,15,0
CCc1ccccc1NC(=O)N1CCCc2ccccc21,-14,4,1,-5,5,-1.1,-3,-1,-3,4
Cc1ccc(CNC(=O)c2ccc(CS(=O)Cc3cccc(Cl)c3)o2)cc1 (configuration not stated),-1,-4,-3,-3,3,0.0,-2,-3,-24,-10
CN(C/C=C/c1ccccc1)Cc1cccc2ccccc12,-1,-4,-19,1,-1,0.7,-1,·,-13,-5
CC(C)C1N(C(=O)N2CCOCC2)CCN1S(=O)(=O)c1ccccc1 (configuration not stated),5,27,0,·,·,·,·,-5,4,-3
C/C(CC(=O)NCc1ccco1)=N\NC(=O)CC#N,-11,·,-1,9,-9,0.0,-1,0,-6,0
Cc1cc(C(=O)NNC(=O)c2ccc(Cl)cc2)c2ccccc2n1,-8,23,-3,-15,15,0.5,-1,1,8,6
O=C(Nc1nnc(Cc2ccc(F)cc2)s1)Nc1ccccc1F,-7,14,-2,5,-5,-0.3,0,4,10,-3
O=C(CCS(=O)(=O)c1cccc2nonc12)Nc1ccc(Br)cc1,-16,-3,0,-3,3,0.4,-5,-6,-15,1
COc1ccc(CN2CCCCC2C)cc1C (configuration not stated),8,-5,-3,18,-18,-0.8,-5,0,-13,1

# Already shown: 3 of the compounds above.
SMILES,RTF Ca sens inh,Arrestin-AP2 inh,DAGLB inhibitor,SR-BI uptake up,SR-BI HDL uptake,LANA DNA inh,Keap1 Nrf2 FP,NSD2 inh,PvdQ acylase,PKA-R2B act
CC(C)(C)NC(=O)Cn1nnc(-c2ccccc2Cl)n1,-1,-6,0,-6,6,18,4,-2,-9,-15
Nc1ncnc2c1nc(SCCO)n2Cc1ccccc1,7,48,-1,10,-10,0.1,2,-2,10,8
CCOc1ccc(OCCOCCOc2ccccc2Cl)cc1,-2,10,-16,-3,3,-0.4,-3,-3,-16,4

# The listing continues.
SMILES,RTF Ca sens inh,Arrestin-AP2 inh,DAGLB inhibitor,SR-BI uptake up,SR-BI HDL uptake,LANA DNA inh,Keap1 Nrf2 FP,NSD2 inh,PvdQ acylase,PKA-R2B act
COc1ccccc1CNC(=O)[C@H](C)NC(=O)C1CCN(C(=O)[C@@H](N)CCSC)CC1,0,20,-4,11,-11,1.3,2,·,-4,5
Nc1nonc1OCCN1CCN(c2ccc([N+](=O)[O-])c3cccnc23)CC1,·,-3,·,1,-1,-1.4,-3,8,-11,·
CCOC(=O)C1=C(CNC2CCCCC2)NC(=O)NC1c1cc(C)ccc1C (configuration not stated),-7,35,1,10,-10,-1.1,-1,0,3,10
C/C(=N\NC(=O)CNc1ccc(F)cc1)c1cc2ccccc2o1,2,64*,0,-28,28,7.7,7,1,2,-6
Cc1c(Cl)cccc1NC(=O)CCN1CCCC(C)C1 (configuration not stated),0,0,1,11,-11,0.2,-6,0,-12,-18
Cc1ccc2nc3c(cc(C(=O)NCCc4ccccc4)c(=N)n3CCN3CCOCC3)c(=O)n2c1,-1,-2,1,-3,3,1.5,-1,·,-5,3
Cc1ccc(S(=O)(=O)N(CC(=O)N2CCCCCC2)c2ccccc2)cc1,-2,25,-2,16,-16,0.1,2,-1,-2,-9
Cc1ccc(S(=O)(=O)Nc2ccccc2F)cc1C(=O)N1CCN(c2ccccc2O)CC1,2,-6,2,-14,14,1.7,-2,1,-5,-11
COc1ccccc1NC(=O)NCCc1c[nH]c2ccccc12,-9,-5,-1,·,·,0.0,-1,4,-6,-3
Cc1cc(F)ccc1NC(=O)c1cc(S(=O)(=O)N2CCc3ccccc32)cn1C,-2,-10,-7,-32,32,-0.1,-3,·,6,-3
CCOC(=O)N1CCN(CC(O)COCCC23CC4CC(CC(C4)C2)C3)CC1 (configuration not stated),-11,21,-1,-35,35,1.3,6,3,-5,4
COc1ccccc1/C=C/CN1CCC(Oc2ccc(C(=O)N3CCCC3)cc2)CC1,0,35,3,-18,18,-3.6,3,13,-2,6
O=C(Nc1ccc2c(c1)OCO2)Nc1ccc(Cl)cc1Cl,-3,3,0,-4,4,-0.9,-3,-1,-7,-6
COC(=O)[C@H](C)NC(=O)c1cc2c(cn1)[nH]c1ccccc12,-1,-15,2,1,-1,1.2,3,-1,3,-7
O=C(NC1CCCC1)c1cc(-c2ccc(Cl)cc2Cl)on1,-15,3,1,-16,16,0.4,-1,89*,-11,3
CCc1ccccc1NC(=S)N(Cc1cccs1)C1CCCC1,-1,5,1,1,-1,-0.1,-4,·,-8,0
CCOc1cc(NC(=S)Nc2cccc(OC)c2)c(OCC)cc1NC(=O)C1CC1,-8,12,0,-10,10,-1.7,0,7,-1,8
COc1cc(NC(=O)Nc2cc(C)on2)cc(OC)c1OC,-1,-4,1,15,-15,-1.4,-4,9,1,4
COc1cccc(C(c2nnnn2CCc2ccccc2)N2CCN(c3ccccc3)CC2)c1OC (configuration not stated),-1,4,-10,-6,6,-3.2,-1,-1,-16,-3
CN1CCN(C(=O)CSc2ccc(C(F)(F)F)cc2[N+](=O)[O-])CC1,0,-5,0,24,-24,0.0,0,0,-8,3
O=C1CSC(=Nc2cccc(Cl)c2Cl)N1,1,8,3,-20,20,-1.4,-7,0,-4,-6
Nc1scc[n+]1Cc1cccc2cccnc12,-9,14,-3,-12,12,-0.1,0,12,-3,-3
Fc1ccc(NCc2n[nH]c(=S)n2Cc2ccccc2)cc1,-1,-14,5,-6,6,0.1,2,5,-9,3
CCOC(=O)c1ccccc1NC(=O)CSc1nnc(COc2ccccc2)n1CC,-2,-7,-1,-6,6,-1.1,-3,0,-13,-8
Cc1ccc(Cl)cc1NC(=O)CC1NC2CCCCC2NC1=O (configuration not stated),-9,-4,2,21,-21,-0.8,-4,1,-21,4
CN1CCCC(OC(=O)c2cc(Br)ccc2Cl)C1 (configuration not stated),4,31,13,-2,2,-2.1,0,5,7,0
Nc1nc(SCC(=O)c2ccc(Cl)cc2)c2ncn(C3OC(CO)C(O)C3O)c2n1 (configuration not stated),0,-7,-1,8,-8,5.9,-1,0,-14,0
CCC(C)c1ccc(C(C)NC(=S)NCc2ccc(F)cc2)cc1 (configuration not stated),6,4,-7,-13,13,-0.7,0,-1,-2,-19
CCc1cccc(NC(=O)COC(=O)c2cc(=O)c3ccccc3o2)c1,-6,-1,-2,15,-15,-0.3,3,0,-6,6
CN(C)CCCNc1nc(N)c([N+](=O)[O-])c(NC2CCCCC2)n1,-8,1,-2,37,-37,-0.6,0,10,-6,3
CC1CCCCC1NC(=O)CSCC(=O)O (configuration not stated),-3,8,-1,-13,13,-1.4,-7,2,-10,3
CC(C)(C)NC(=O)C(=O)N/N=C/c1cccs1,0,18,-3,9,-9,-0.8,2,1,-1,-6
CCOc1ccc(-c2cnc(NCc3cccc4ccccc34)n2CCOC)cc1,0,5,1,-27,27,-0.5,1,14,4,-1
CC(NS(C)(=O)=O)C(c1cccs1)N1CCN(Cc2ccccc2)CC1 (configuration not stated),-6,11,2,36,-36,-0.1,-5,·,5,-6
O=C(Oc1cccnc1)c1ccc(Cl)c(Cl)c1,3,3,-1,-9,9,1.0,-10,0,-11,-20
Cc1noc(C)c1COc1ccccc1C(=O)NCCc1ccc(F)cc1,11,2,1,0,0,3.0,1,-6,-1,-15
O=C(COC(=O)c1ccccc1O)Nc1ccc(S(=O)(=O)N2CCCCC2)cc1,-3,28,0,-46,46,0.0,1,4,-2,-4
Cc1sc(NC(=O)c2ccco2)nc1-c1ccc2c(c1)CC(C)N2C(=O)C1CC1 (configuration not stated),-4,25,0,-79,79*,0.3,-6,·,5,-3
CCOC(=O)C1(CC2CC2)CCN(C(=O)c2ocnc2C)CC1,2,-13,0,-27,27,-0.9,0,-1,-3,-5
Cc1ccc(NC(=O)CCn2c(=S)oc3ccccc32)cc1,-6,4,-2,-13,13,0.2,-3,-3,-11,-1
Cc1nn(CC(=O)c2ccc(Cl)s2)c(C)c1[N+](=O)[O-],-9,-22,-2,8,-8,-0.6,-5,0,-5,-7
